High-throughput results from PubChem.
Autophagy mod: alters autophagy in cells; calls only at 10 µM (by protocol); MEF GFP-LC3 puncta imaging; test concentration mostly 10 µM; hit rate 0.98% among 190,000;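 active = percentage of spot-positive cells more than 3 SD above its plate mean, without a fluorescence outlier flag or 80% toxicity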;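 note: spot-positive cell cutoff set from DMSO-treated cells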
PMI inhibition: human PMI inhibitors, high substrate, primary screen, biochemical, fluorescence intensity, high mannose 6-phosphate (AID 1220) | recombinant PMI enzyme, coupled fluorescence intensity; higher % means a stronger effect | inhibition, % at 20 µM; hits with a dose series show IC50 in µM | hit rate 0.66% among 190,000
Lipid droplet: modulators of hepatic lipid droplet formation; AML12 mouse hepatocytes, oleate lipid droplets, BODIPY imaging; inhibition, % at 6.5 µM; hit rate 0.4% among 240,000;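 active = lipid droplet intensity inhibited by at least 50%, with more than 500 cells counted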
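Assay system: AML12 mouse liver cells | Compound dosing: One dose, 6.5 µM compound | Read-out basis: Droplet intensity reduction, % inhibition | Measured by: Fluorescence imaging, 20x objective, two fields per well | Schedule: Overnight treatment with compound plus oleate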
PMI inhibitors: MPI enzyme activity inhibition – biochemical, fluorescence intensity, coupled assay, primary screen (AID 1209) | purified PMI enzyme, coupled fluorescence intensity; higher % means a stronger effect | inhibition, % at 20 µM, or IC50 in µM where a hit was titrated | hit rate 0.42% among 190,000;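 note: plate controls were DMSO vehicle for no effect and wells lacking substrate for full effect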
TNAP activators: stimulation of alkaline phosphatase TNAP activity – biochemical, luminescent, no phosphate acceptor, uHTS, primary screen (AID 1001); purified TNAP, luminescent activation assay, no phosphate acceptor; higher activation fold means a stronger effect; activation fold at 20 µM; hits with a dose series show EC50 in µM; hit rate 0.03% among 200,000; in the data active = activation fold from about 3, or a potency from the dose series; inactive = the rest, 99 in 100 with activation fold below about 1.6; note: many of its hits are not listed in these tables
b-catenin transl: alters nuclear translocation of beta-catenin in HeLa cells; hit rate 0.3% among 190,000; nuclear translocation activity, % at 5 µM; immunofluorescence imaging; AID 1665;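 active = nuclear translocation activity above 50% at 5 µM, with a well cell count of 50 or more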;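 note: per-cell ratio of nuclear to cytoplasmic median beta-catenin stain intensity; plate controls were DMSO negative control for no effect and GSK-3 inhibitor IX positive control for full effect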
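test system = HeLa cells, endogenous beta-catenin | dosing = single 5 µM dose plus 0.02–20 µM confirmation series | times = compound treatment 24 h, 37°C, 5% CO2 | technique = beta-catenin immunofluorescence imaging with DAPI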
T cell modulator: modulates CD8 T cell binding to vesicles; 2C CD8+ T cell-vesicle binding, flow cytometry; stronger effect = lower value; calls only at 7 µM; hit rate 0.068% among 330,000;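 active = response, share of CD8 T cells binding vesicles, and their 90th percentile fluorescence all below set limits, cut at about 80% in these data, passing the limit was not always enough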
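Material: 2C TCR transgenic mouse naive CD8+ T cells, MACS-purified. Also added: QL9-charged Drosophila Ld/ICAM-1/B7-1 vesicles. Timing: binding 1.5 h at 37 °C. Measured by: high-throughput flow cytometry with anti-B7-1 and anti-CD8 staining. Read-out: percent CD8+ FL2 mean versus row control. Controls: Unloaded micro-vesicles (low), QL9 vesicles with 0.7% DMSO (high).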
Insulin prom up: MIN6 insulin promoter up-regulation; z-score at 5 µM; hit rate 0.3% among 190,000; MIN6 insulin promoter-GFP reporter, high-content imaging; stronger effect = higher value;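 active = z-score above 3 at 5 µM with at least 500 cells counted in the well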
MT stabilize HCS: stabilizes microtubules in HeLa cells; HeLa tubulin immunostaining HCS, 24 h; share of cells brighter than vehicle mean+2SD; % tubulin-high responders, % at 10 µM; hit rate 0.83% among 200,000;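 active = plate Z-score above 3 for both tubulin-high and condensed-nucleus cell shares, with cell loss under 80%, at 10 µM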;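 note: anti alpha tubulin signal scored within the nucleus-defined area of each cell; some results filed as inactive read as strong as hits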
Insulin prom up cell count: also measured in Insulin prom up; calls as there; cell count; measured here: cytotoxicity, nuclei count;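 total cells summed across four imaged fields per well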
Lipid droplet cells 6.5 µM: second read-out of Lipid droplet, no call of its own (marks repeat the call); cell count; measured here: cell count, cytotoxicity flag;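 cells counted across two imaged fields per well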
b-catenin transl cell count 5 µM: also measured in b-catenin transl; calls as there; cell count; measured here: cell count, cytotoxicity flag
T cell modulator vesicle-bound %: further read-out of T cell modulator, marked with its call; double positive events, %; measured here: CD8+ vesicle-bound cell fraction;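 binding gate set so that unloaded-vesicle control wells show 10% double positive cells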
MT stabilize HCS Hoechst-high %: second read-out of MT stabilize HCS, no call of its own (marks repeat the call); % Hoechst-high responders; measured here: nuclear condensation Hoechst responders;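 share of cells brighter than vehicle mean plus two SD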
MT stabilize HCS cytotoxicity %: second read-out of MT stabilize HCS, no call of its own (marks repeat the call); toxicity, %; measured here: cytotoxicity by cell density;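 0% = mean cell density of plate MIN control wells and 100% = no cells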
Autophagy mod cell loss 18 h: further read-out of Autophagy mod, marked with its call; toxicity, %; measured here: cell loss, nuclei count;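 cell loss after 18 h compound exposure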
* hit, by the source's call; i = inactive; x = not tested or not shown. Cut-off read from the data, not from the text of the source, unless noted: active = inhibition above about 50%; inactive = the rest. This is a random part of the collection; 2.9% or so of the library scored in one or more.

SMILES	Autophagy mod	Autophagy mod cell loss 18 h	PMI inhibition	Lipid droplet	Lipid droplet cells 6.5 µM	PMI inhibitors	TNAP activators	b-catenin transl	b-catenin transl cell count 5 µM	T cell modulator	T cell modulator vesicle-bound %	Insulin prom up	Insulin prom up cell count	MT stabilize HCS	MT stabilize HCS Hoechst-high %	MT stabilize HCS cytotoxicity %
CC(C)(C)c1ccc(OC(=O)Cn2c(C(F)(F)F)nc3ccccc32)cc1	i	-22.4	3.2%	x	x	0.3%	1	1.7	1401	i	40.0	-0.27	1237	2.7	1.4	4.9
CCNS(=O)(=O)c1ccc(NC(=S)NCc2ccco2)cc1	i	8.1	20.1%	3.5	783	35.3%	1	-2.0	520	i	31.1	0.37	1212	1.5	1.7	9.9
COc1cccc(OC)c1C(=O)NC(C)c1ccccc1 (stereo not given)	i	-3.4	-5.3%	16.4	741	-4.7%	1.1	2.9	474	i	2.9	0.46	1212	3.9	1.8	4.9
CCN(CC)c1ccc2c(c1)C(=O)N(C)C2=O	i	-6.1	1.4%	-0.4	665	5.4%	1.1	0.7	933	i	35.7	0.55	993	3.3	3.1	2.3
NC(=O)c1cc(NC(=O)c2ccc(NS(=O)(=O)c3cccs3)cc2)cc(C(N)=O)c1	x	x	x	-26.9	663	x	x	-0.1	1431	i	49.8	-0.41	930	x	x	x
Oc1ccc(-c2[nH]nc(-c3ccccc3)c2-c2nc3ccccc3[nH]2)cc1	i	-3.5	0.3%	1.9	721	7.8%	0.8	-3.8	1275	i	31.6	-0.43	1292	3.0	2.1	1.6
COc1ccc(-c2c(C)n([O-])c3c([n+]2=O)CCCCC3)cc1OC	i	9.4	1.0%	-0.3	729	-5.8%	1.1	-3.9	1122	i	36.0	0.81	1641	5.7	1.8	4.4
COc1ccc(C(C#N)Nc2ccc(C)cc2)cc1 (stereo not given)	i	4.1	-8.3%	20.8	839	-6.7%	1.1	x	x	i	23.0	-0.75	858	1.0	1.0	4.6
O=C(NCCn1cc(SCC(=O)N2CCOCC2)c2ccccc21)c1ccccc1	i	-1.7	1.6%	-15.8	596	0.9%	1	1.2	1060	i	20.8	x	x	4.7	2.0	5.7
CN1CCN(P(=O)(c2ccccc2)c2nc3ccccc3s2)CC1 (stereo not given)	i	3.0	-1.6%	x	x	-18.2%	1.1	-7.5	870	i	41.0	-0.03	1456	3.1	3.4	5.7
O=[N+]([O-])c1ccc(/C=N/NC(=S)Nc2ccccc2)o1	i	6.6	-4.4%	4.5	651	-6.6%	1.5	0.8	920	i	29.6	1.32	1399	5.5	3.9	1.1
O=C(NC(Cc1ccccc1)C(=O)O)/C(=C/c1ccc(Cl)cc1)NC(=O)c1ccccc1 (stereo not given)	i	-0.3	7.1%	-7.3	727	-2.5%	1	-1.6	1183	i	55.1	0.61	1349	3.3	2.2	6.3
CN(C)S(=O)(=O)c1cccc(-c2csc(=Nc3ccccc3)n2CCCN2CCOCC2)c1	x	x	x	-11.1	753	x	x	0.5	1325	i	20.3	-0.21	1117	x	x	x
CC(=O)c1c(C)[nH]c(C(=O)COC(=O)c2cc(S(=O)(=O)N(C)c3ccccc3)ccc2Cl)c1C	i	-25.6	-1.4%	-11.0	638	-2.8%	1.1	-3.4	557	i	47.4	-0.23	1418	4.0	2.9	3.8
CCOC(=O)c1c(-c2ccccc2)csc1NC(=O)CSc1nnc(C)s1	i	6.0	9.7%	-11.0	748	9.8%	1	4.4	587	i	42.6	-0.83	1047	1.9	2.6	9.1
O=[N+]([O-])c1cc(/C=N/NC(=S)Nc2ccccc2Cl)ccc1Cl	i	-2.1	4.7%	-18.4	644	-6.9%	1.2	6.8	856	i	40.6	-0.19	1448	18.7	4.4	35.6
Cc1c(C)n(C(=O)CN2CCC(C(N)=O)CC2)c2ccccc12	i	3.6	-0.5%	-9.0	735	7.2%	1.1	-5.3	1256	i	43.1	-0.54	1112	2.6	1.8	4.7
CC(C)(C)c1cc(C(=O)NNc2ccc(OC(F)(F)F)cc2)n(Cc2ccccc2)n1	x	x	x	47.7	742	x	x	-2.8	1251	i	32.8	-0.98	1369	x	x	x
FC(F)Sc1nc(-c2ccccc2)c(-c2ccccc2)n1C(F)F	i	7.6	15.0%	24.0	687	23.0%	1	1.5	1101	i	51.1	0.03	1539	5.0	3.0	5.2
Cc1cc(C)nc(N2CCN(CC(=O)NCc3ccccc3)CC2)n1	i	12.6	-4.8%	x	x	-27.1%	1	7.4	1350	i	44.1	-0.58	1138	2.3	2.0	9.7

The list goes on, overlapping the part above by 6 compounds.
SMILES	Autophagy mod	Autophagy mod cell loss 18 h	PMI inhibition	Lipid droplet	Lipid droplet cells 6.5 µM	PMI inhibitors	TNAP activators	b-catenin transl	b-catenin transl cell count 5 µM	T cell modulator	T cell modulator vesicle-bound %	Insulin prom up	Insulin prom up cell count	MT stabilize HCS	MT stabilize HCS Hoechst-high %	MT stabilize HCS cytotoxicity %
CCOC(=O)c1c(-c2ccccc2)csc1NC(=O)CSc1nnc(C)s1	i	6.0	9.7%	-11.0	748	9.8%	1	4.4	587	i	42.6	-0.83	1047	1.9	2.6	9.1
O=[N+]([O-])c1cc(/C=N/NC(=S)Nc2ccccc2Cl)ccc1Cl	i	-2.1	4.7%	-18.4	644	-6.9%	1.2	6.8	856	i	40.6	-0.19	1448	18.7	4.4	35.6
Cc1c(C)n(C(=O)CN2CCC(C(N)=O)CC2)c2ccccc12	i	3.6	-0.5%	-9.0	735	7.2%	1.1	-5.3	1256	i	43.1	-0.54	1112	2.6	1.8	4.7
CC(C)(C)c1cc(C(=O)NNc2ccc(OC(F)(F)F)cc2)n(Cc2ccccc2)n1	x	x	x	47.7	742	x	x	-2.8	1251	i	32.8	-0.98	1369	x	x	x
FC(F)Sc1nc(-c2ccccc2)c(-c2ccccc2)n1C(F)F	i	7.6	15.0%	24.0	687	23.0%	1	1.5	1101	i	51.1	0.03	1539	5.0	3.0	5.2
Cc1cc(C)nc(N2CCN(CC(=O)NCc3ccccc3)CC2)n1	i	12.6	-4.8%	x	x	-27.1%	1	7.4	1350	i	44.1	-0.58	1138	2.3	2.0	9.7
COC(=O)Cc1[nH]n(-c2nc3ccccc3s2)c(=O)c1C(C)=Nc1ccc(C)cc1	i	2.0	29.3%	1.4	705	2.0%	1.1	0.0	1558	i	27.5	-0.6	1427	4.9	3.1	7.4
CC(=C/c1ccccc1)/C=N/Nc1nc(N2CCOCC2)nc(N2CCOCC2)n1	i	1.0	-1.5%	12.9	478	12.8%	1.2	x	x	i	16.0	-1.29	612	4.4	4.0	9.0
COc1ccc(CC(=O)Nc2cccc(C(=O)NN3C(=O)c4ccccc4C3=O)c2C)cc1	i	-4.6	-2.6%	11.6	756	3.5%	1	2.6	510	i	20.1	0.7	1272	1.4	2.1	6.8
CCO[C@@H]1OC(C(=O)NCc2nc3ccccc3[nH]2)=C[C@H](C2CCCCC2)[C@H]1CCCO	i	27.9	6.3%	41.9	657	11.2%	1.1	-0.9	1124	x	x	-0.7	1433	1.7	1.0	6.5
O=C(/C=C/c1cccc([N+](=O)[O-])c1)NCCc1ccc(F)cc1	i	-3.1	6.9%	9.9	645	-1.1%	1.1	-0.3	1032	i	51.3	-0.14	1409	2.7	3.1	7.6
COc1cc(CNCC2CCCO2)ccc1OCC(N)=O (stereo not given)	i	17.1	-5.5%	1.6	659	-4.3%	1	-0.2	1497	i	31.3	0.15	1339	2.4	1.8	4.1
CCN(CC)C(=O)CSc1nc2nc(C)cc(C)c2c(=O)[nH]1	i	-16.4	1.2%	4.2	773	1.8%	1.2	x	x	i	13.3	0.1	913	2.2	1.6	5.9
Cc1c(NC2=CC(=O)CCC2)c(=O)n(-c2ccccc2)n1C	i	16.2	7.6%	-19.0	653	1.2%	1.1	-1.8	972	i	43.5	0.28	1593	1.9	1.7	13.6
COc1ccc(C(=O)NCC(=O)OCc2cccc(Br)c2)cc1	i	-24.8	-0.8%	x	x	0.3%	1.1	0.5	1330	i	10.8	-0.78	1772	1.6	1.8	5.7
CCCCc1ccc(Nc2ncnc3nc[nH]c23)cc1	i	0.4	0.9%	x	x	1.0%	2.4	x	x	i	33.3	-0.69	769	5.3	3.2	1.6
Cc1c(CCO)c(=O)n(-c2ccccc2)n1S(=O)(=O)c1c(Cl)cc(Cl)cc1Cl	i	4.0	-5.5%	x	x	-1.5%	0.9	-2.4	1310	i	34.6	0.58	1456	2.3	2.6	7.5
Cc1cc(Nc2ccc(C)c(F)c2)n2ncnc2n1	i	17.3	5.0%	x	x	-0.2%	1.2	4.1	1068	i	50.3	-0.64	1325	11.6	2.4	9.3
CC(C)N(Cc1ccccc1)S(=O)(=O)N(C)C	i	-2.5	3.5%	-0.8	673	2.3%	1.1	0.7	1063	i	24.8	-0.33	1298	1.9	2.3	34.0
O=C(CSc1nnc(Cc2ccccc2)n1-c1ccccc1)N1CCOCC1	i	-0.3	11.1%	x	x	7.1%	1	-0.8	1023	i	18.3	0.45	1251	1.6	1.8	8.9
O=C(NCCc1ccccc1)c1ccc(-c2ccccc2C(F)(F)F)o1	i	-0.5	5.1%	-3.3	754	6.1%	1.1	x	x	i	31.2	0.32	1166	4.6	1.7	3.8
Cc1n[nH]c(C)c1-c1nc2ccccc2[nH]1	i	20.9	-3.4%	-7.0	739	1.5%	1.1	x	x	i	28.0	x	x	3.8	2.4	1.2
